Screening data as filed in PubChem BioAssay.
TAG inh: inhibitors of triacylglycerol accumulation. AID 651582. H9c2 cells, Nile Red lipid (TAG) fluorescence; cells loaded with 200 µM oleic acid. inhibition, % at 12.5 µM. 230,000 compounds, 0.66% hits;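 active = pattern-corrected inhibition of lipid staining of at least 50% with the nuclear-stain viability signal not falling by more than 50%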;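 note: 0% = DMSO wells and 100% = triacsin C control wells; some results filed as inactive read as strong as hits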
TAG inh DAPI viability: further read-out of TAG inh, marked with its call; DAPI nuclei signal change (viability), lower = more cytotoxic, %;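 whole-well DAPI fluorescence read on a plate reader as a viability signal; minus 50 percent equals half of cells still viable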
Numbers without * were called inactive.

Results follow in this order: TAG inh	TAG inh DAPI viability
Cc1ccnc(NC(=O)c2ccc(OCc3c(C)noc3C)cc2)c1
    6	5
O=C(/C=C/c1ccc2c(c1)OCCO2)c1ccccc1
    -2	10
COc1ccc(Br)cc1/C=N/NC(=O)c1cccnc1
    9	-4
COc1ccc([C@H]2N[C@]3(CCCN(Cc4ccc(Cl)cc4)C3=O)[C@H]3C(=O)N(Cc4ccccc4)C(=O)[C@@H]23)cc1
    -3	-4
O=C(Nc1ccccc1C(F)(F)F)c1cnccn1
    11	-5
CC1(C)CC(=O)c2sc(NS(=O)(=O)c3ccc([N+](=O)[O-])cc3)nc2C1
    5	-4
O=C(O)CNc1nc(-c2ccccc2)nc2c1oc1ccccc12
    -3	5
CC(=O)Nc1ccc(CN(C)c2c(C)nc3ccc(C(=O)N4CCN(c5ccccc5)CC4)cn23)cc1
    0	-5
CC1(c2ccccc2)NC(=O)N(CC(=O)NNC(=O)c2ccccc2)C1=O (stereo unspecified)
    12	-3
COC(=O)[C@@]12CCCCN1[C@H](c1ccc(-c3cccc(Cl)c3)c(OC)c1)[C@H]1C(=O)N(C)C(=O)[C@H]12
    18	-11
CC1(C(=O)NS(=O)(=O)c2ccc3c(c2)CCO3)CCN1C(=O)CCC1CCCC1 (stereo unspecified)
    6	-2
COc1ccc(C(=O)N2CCN(c3ccc(NC(=O)c4cccs4)cc3)CC2)cc1
    2	1
Cc1ccc(C(=O)OCC(=O)N2CCCCCC2)c(O)c1
    24	0
Cc1ccc(O)c(CNc2nccs2)c1
    0	-14
CCCCn1c(N)c(N(CCOC)C(=O)c2ccc(F)c(S(=O)(=O)N3CCOCC3)c2)c(=O)[nH]c1=O
    -1	10
COc1ccc(NC(=O)NNC(=O)COc2ccc([N+](=O)[O-])c(C)c2)cc1OC
    -5	5
COc1ccccc1/C=C/C=N/NC(=O)c1cc(-c2ccco2)[nH]n1
    2	0
COCCSc1nnc(-c2cnccn2)o1
    -1	6
O=C1c2[nH]nc(-c3ccccc3O)c2C(c2ccc(F)cc2)N1Cc1ccco1 (stereo unspecified)
    3	-9
CCOc1ccccc1N1CCN(C(=O)Cc2ccc(S(=O)(=O)N3CCOCC3)s2)CC1
    13	7
CC(=O)Nc1ccc(NC(=O)Nc2cc(C)cc(C)c2)cc1
    21	-3
O=C(COC(=O)c1ccc(F)cc1F)Nc1cc(S(=O)(=O)N2CCOCC2)ccc1Cl
    1	-2
CCOc1ccc(S(=O)(=O)N(C)c2ccc(OCC(=O)Nc3nc4ccccc4s3)cc2)cc1
    -1	5
CSc1cccc(CN2CCCC(C(=O)Nc3cccc(-n4cccn4)c3)C2)c1 (stereo unspecified)
    -17	16
CCSc1nc(N2CCCCC2)c2c(c1C#N)CCCC2
    -1	-21
O=C(C[C@H]1C(=O)N(Cc2cccnc2)C[C@@H]1Cc1ccccc1)Nc1ccc(Br)cc1
    -10	-7
Cc1csc(N2CCCC2c2nc3cc(Cl)c(N4CCCCC4)cc3n2CCOCCO)n1 (stereo unspecified)
    16	4
CC(C)(C)c1ccc(C(=O)NC(=O)COC(=O)CCS(=O)(=O)c2ccccc2)cc1
    -1	1
O=C(CCCc1ccccn1)c1cccc2ccccc12
    -12	0
COc1ccccc1Cn1cnc2cccnc21
    -26	2

Looked up above.
TAG inh result of CC(=O)Nc1ccc(CN(C)c2c(C)nc3ccc(C(=O)N4CCN(c5ccccc5)CC4)cn23)cc1 → 0
TAG inh result of O=C(C[C@H]1C(=O)N(Cc2cccnc2)C[C@@H]1Cc1ccccc1)Nc1ccc(Br)cc1 → -10
TAG inh DAPI viability result of CC1(c2ccccc2)NC(=O)N(CC(=O)NNC(=O)c2ccccc2)C1=O (stereo unspecified) → -3

Next part.
Results follow in this order: TAG inh	TAG inh DAPI viability
COC(=O)c1cccc(C(=O)Oc2cccc(Br)c2)n1
    -10	12
CC1(C)CC(=O)c2cnc(N3CCc4ccccc43)nc2C1
    -8	12
S=C(NNc1nc(Nc2ccccc2)nc(N2CCCCC2)n1)NC1CCCCC1
    -2	3
C=CCn1c(SCC2CCCCO2)nc2sc(CC)cc2c1=O (stereo unspecified)
    17	-5
Cc1csc(=O)n1CC(=O)OCc1cccc2ccccc12
    2	0
O=C(NCC1COc2ccccc2O1)c1ccc(Cl)c(S(=O)(=O)N2CCCC2)c1 (stereo unspecified)
    -5	-7
COc1ccc(C2N(C(C)=O)CCN2S(=O)(=O)c2ccc(C)cc2)cc1 (stereo unspecified)
    4	-6
Cc1cc(OCC(=O)OCC(=O)NC2CCCCCC2)ccc1Cl
    10	0
Cc1cc(NC(=O)c2cccc(Oc3ccccc3)c2)n[nH]1
    25	-18
Cc1ccc(S(=O)(=O)N(C)CCN(C)S(=O)(=O)c2ccc(C)cc2)cc1
    0	0
CCOC(=O)c1[nH]c2cc(OC)c(OC)cc2c1NC(=O)C(C)N1CCN(Cc2ccccc2)CC1 (stereo unspecified)
    11	40
CCC(C)Nc1nc2c(c(=O)n(C)c(=O)n2C)n1Cc1cccc(C)c1 (stereo unspecified)
    3	2
Cc1ccccc1-c1ncc(CN2CCN(C3CCCCC3)C(CCO)C2)cn1 (stereo unspecified)
    14	-8
COc1cccc(NC(=O)c2ccc(N3C(=O)C4CCC(C)CC4C3=O)cc2)c1 (stereo unspecified)
    17	2
CCN(CCC(=O)Nc1cc([N+](=O)[O-])ccc1OC)Cc1ccccc1
    -7	20
NNC(=O)C1=NOC(CNc2ncc(C(F)(F)F)cc2Cl)C1 (stereo unspecified)
    7	-2
CC(C)C[C@@H](CNCC(=O)[C@H](CC(=O)O)NC(=O)c1[nH]cnc1C(=O)N[C@H](CN)CC(C)C)NC(=O)c1nc[nH]c1C(=O)N[C@@H](Cc1ccccc1)C(=O)O
    6	15
COc1ccc(-c2cnc(N)n2CC2CCCO2)cc1 (stereo unspecified)
    11	-4
COC1C(CO)OC(n2cnc3c(=S)nc(N)[nH]c32)C1O (stereo unspecified)
    7	2
CC(/C=C1\SC(=S)N(NS(=O)(=O)c2ccccc2)C1=O)=C\c1ccccc1
    7	-10
C[C@@H]1CN([C@@H](C)CO)C(=O)c2cc(NC(=O)C3CC3)ccc2O[C@@H]1CN(C)C(=O)NC1CCCCC1
    -8	12
Cc1ccc(-n2c(CCc3nc4ccccc4[nH]3)n[nH]c2=S)cc1
    0	5
COc1cccc(CN2CCN(C(=O)CCc3nnc(C4CCCCC4)o3)CC2=O)c1
    7	-4
Cc1cc(C)n2nc(SCCCC(=O)c3ccccc3)nc2n1
    6	-1
O=C1NC(=O)C2(C=C(c3ccccc3)C(O)(c3ccccc3)C2)N1 (stereo unspecified)
    8	-1
Cc1ccn2c(-c3csc(Nc4ccc(C(=O)O)cc4)n3)c(C)nc2c1
    -16	-1
COc1cccc(/C=N/NC(=O)CC2C(=O)NN=C2C)c1OC (stereo unspecified)
    -13	3
Cn1c(-c2ccc(F)cc2)cnc1SCC(=O)Nc1ccccc1
    6	-4
Cc1ccc(C(=O)N2c3ccccc3NC(=O)C2C)cc1 (stereo unspecified)
    -9	-6
Cn1c(=O)c2c(n(C)c1=O)=NC1(CCCCC1)ON=2
    8	4

Other compounds
Structure | TAG inh | TAG inh DAPI viability
C[C@H](CO)N1C[C@H](C)[C@@H](CN(C)Cc2ccc3c(c2)OCO3)Oc2c(NC(=O)Cc3ccccc3)cccc2C1=O | 34 | 16
Brc1cccc(OCCCCn2cncn2)c1 | -3 | 0
CSCCC(NC(=O)c1ccc(Cl)cc1Cl)C(=O)NCC(c1cccs1)N(C)C (stereo unspecified) | -21 | 5
Cc1c(Cl)c([N+](=O)[O-])nn1CCCC(=O)N(Cc1ccccc1)Cc1ccccc1 | -24 | 10
COc1nc(N(CC(N)=O)S(=O)(=O)c2ccccc2)nc(C)c1Cl | -4 | 2
O=C(O)/C=C/c1cn(-c2ccccc2)nc1-c1cccs1 | 13 | -4
C=C1C(=O)O[C@@]23[C@H]1CC[C@@H](C)[C@@H]2CC[C@@]1(C)O[C@@H]31 | 28 | -7
COc1cc(/C=C2\SC(=O)N(Cc3ccc(F)cc3)C2=O)cc([N+](=O)[O-])c1O | 4 | 0
Cc1cc(C)n(CC(=O)Nc2ccc3c(c2)OCO3)c(=O)c1C#N | -7 | 3
CN(C)C(=O)c1ccc(NC(=O)c2ccccc2SCC(=O)N2CCCC2)cc1 | -15 | -3
O=C(OCc1nnc(-c2ccccc2)o1)c1cn(-c2ccccc2)nc1-c1ccccc1 | -27 | 3
O=C(Nc1ccnn1C1CCN(C/C=C/c2ccc(F)cc2)CC1)C1CCCC1 | -12 | -5

In the list so far, 3 contain a furan ring, fused or not:
Structure | TAG inh | TAG inh DAPI viability
O=C(O)CNc1nc(-c2ccccc2)nc2c1oc1ccccc12 | -3 | 5
COc1ccccc1/C=C/C=N/NC(=O)c1cc(-c2ccco2)[nH]n1 | 2 | 0
O=C1c2[nH]nc(-c3ccccc3O)c2C(c2ccc(F)cc2)N1Cc1ccco1 (stereo unspecified) | 3 | -9

Following part:
Structure | TAG inh | TAG inh DAPI viability
O=C(NCc1ccccn1)C(=O)NCC1OCCN1S(=O)(=O)c1ccc(Cl)cc1 (stereo unspecified) | 7 | -3
COc1ccc(C(C)=O)cc1CSc1nc(C)cc(C)n1 | 11 | -10
O=C(Oc1cccc(NC(=O)c2ccco2)c1)c1cccc(S(=O)(=O)N2CCCCC2)c1 | -6 | 10
COc1cccc(CNCCO)c1OCc1ccccc1 | 10 | -15
CN(CCCN1CCCCC1)C(=O)c1cc(COc2ccc(F)cc2F)on1 | 2 | 8
CC(=O)N(C)c1ccc(N=Nc2c(C)[nH]n(C(N)=S)c2=O)cc1 | 29 | -11
O=C1NC(Cc2ccc(O)cc2)c2nc3ccc(F)cc3c(=O)n2-c2ncccc21 (stereo unspecified) | 4 | -8
COc1ccc(-n2c(=S)[nH]c3cc(C(=O)O)ccc3c2=O)cc1 | 7 | 12
CN(C)C(CNC(=O)CSc1nnc(-c2ccco2)o1)c1ccccc1 (stereo unspecified) | 19 | 1
CCOc1ccc(C(=O)C(C)OC(=O)c2cnc(C)cn2)cc1 (stereo unspecified) | 6 | -8
C[C@H]1CN=C(N(C)C)N1CCc1ccccc1 | -5 | -2
COc1ccc(NC(=O)[C@@H]2CCCN2S(=O)(=O)c2cccc3cccnc23)cc1 | 2 | 4
O=C(COC(=O)Cc1cn2ccsc2n1)Nc1nc2ccccc2s1 | -22 | 12
O=C(NCCN1C(=O)S/C(=C/c2cccnc2)C1=O)c1ccc(S(=O)(=O)N2CCCC2)cc1 | 2 | 1
CCCNC(=O)C1(C)CCN(Cc2ccc(C(=O)OCC)cc2)C1 (stereo unspecified) | -17 | 33
Cc1ccc(-c2nnc(CSc3nnc(COc4ccccc4)n3-c3ccccc3)o2)cc1 | 9 | 5
COc1ccc(C(=O)Nc2cccc(S(=O)(=O)NC3=NCCCCC3)c2)cc1 | -14 | -9
NC1=NC[C@H](Cc2ccc(O)cc2)N1CCC12CC3CC(CC(C3)C1)C2 | 0 | -5
CC(=O)N1NC(=Nc2ccccc2)SC1(C)C | -12 | -3
CC(O)(c1cccc(F)c1)c1nc(-c2ccccc2)cs1 (stereo unspecified) | -4 | 9
O=c1c2ccccc2nc(SCc2cccc(F)c2)n1Cc1ccco1 | -5 | -1
COc1ccc2cc(CCNC(=O)c3ccco3)c(=O)[nH]c2c1 | 6 | 9
CN(C)CCNC(=O)c1cccc(-c2cnc3c(NC=O)cc(-c4ccc(C(=O)N5CCOCC5)cc4)cn23)c1 | -8 | -2
O=S(=O)(/N=C(/Nc1cc(N2CCOCC2)ncn1)c1ccccc1)c1ccccc1 | -34 | 7

Rewritten as labelled records: part of the list above.
O=C(COC(=O)Cc1cn2ccsc2n1)Nc1nc2ccccc2s1
  TAG inh: -22	TAG inh DAPI viability: 12

O=C(NCCN1C(=O)S/C(=C/c2cccnc2)C1=O)c1ccc(S(=O)(=O)N2CCCC2)cc1
  TAG inh: 2	TAG inh DAPI viability: 1

CCCNC(=O)C1(C)CCN(Cc2ccc(C(=O)OCC)cc2)C1 (stereo unspecified)
  TAG inh: -17	TAG inh DAPI viability: 33

Cc1ccc(-c2nnc(CSc3nnc(COc4ccccc4)n3-c3ccccc3)o2)cc1
  TAG inh: 9	TAG inh DAPI viability: 5

(further entries)
Structure | TAG inh | TAG inh DAPI viability
O=C(N/N=C/c1ccccc1C(=O)O)c1ccc(COc2cccc3cccnc23)cc1 | -1 | 2
Cc1cccc2cc(CN(CCN3CCCC3)C(=O)NC3CCCCC3)c(=O)[nH]c12 | 20 | 14
Cc1nn(-c2ccc(Cl)cc2)c(N)c1C(O)(CSc1nccn1C)C(F)(F)F (stereo unspecified) | -17 | -6
CC(=O)Nc1ccc(OCC(=O)NCc2ccc3c(c2)OCO3)cc1 | 6 | 1
O=S(=O)(Nc1nc(-c2sccc2Cl)cs1)c1cc(Cl)ccc1Cl | -15 | -1
CCN(c1ccccc1)S(=O)(=O)c1ccc(OC)c(NS(=O)(=O)c2cccs2)c1 | -3 | -7
CCn1nccc1NC(=O)c1csc([C@@H]2C[C@H](O)[C@@H](CO)O2)n1 | -13 | -3
Nc1ccc2nc3c(c(Cl)c2c1)CCCC3 | 14 | -2
O=C(NCCCCc1ccccc1)c1ccccc1Cl | -16 | 3
Cc1ccccc1CNC(=O)C(=O)Nc1nccs1 | 0 | 0
COC(=O)Cc1ccc(OC2(C)CCN(Cc3ccc4c(c3)OCCO4)C2)cc1 (stereo unspecified) | -9 | -11
CC1=C(C(=O)OCC2CCCO2)C(c2coc3ccccc3c2=O)C2=C(CC(C)(C)CC2=O)N1 (stereo unspecified) | 8 | 5
C=CCN(CC=C)C(=O)c1cccc(OC2CCN(S(=O)(=O)N(C)C)CC2)c1 | -3 | -2
Cc1ccc(S(=O)(=O)CC(=O)Nc2ccc(F)c(F)c2F)cc1 | -11 | 3
O=C(CC1C(=O)NCCN1C(=O)Nc1ccccc1)Nc1ccc2c(c1)OCO2 (stereo unspecified) | -10 | 10
N#Cc1ccc(OCC(=O)OCC(=O)Nc2ccc(N3CCOCC3)cc2)cc1 | 1 | -1
Cc1nc2ccc(NC(=O)C3(C)CCCN(C(C)C)C3)cc2o1 (stereo unspecified) | 1 | -4
CCCCc1nc(SCC(=O)Nc2ncccn2)n[nH]1 | 2 | -8

Not all compounds are listed. The share of hits here may be higher or lower than overall.
